Screens deposited in PubChem by National Center for Advancing Translational Sciences (NCATS).
HEK cytotox = HEK 293 cell cytotoxicity. AID 1345083. Potency, µM (doses to about 115 µM), for the others: at the top dose activity change, negative = cytotoxicity, usual class: inhibitors. HEK 293 viability, ATP luminescence (CellTiter-Glo), 48-72 h. 94,000 tested, 6.6% active; further: potency means the concentration at half of the fitted maximal effect; nearly all actives have a fitted effect of over 60% in size
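qHTS cytotoxicity; HEK 293, 250 cells/well; compound pinned; 48 or 72 hr, 37 degree Celsius, 5% CO2, 95% humidity; CellTiter-Glo, 10 min RT; luminescence (ATP).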
3T3 cytotox = cytotoxic compounds in NIH 3T3 cells. 94,000 tested, 4.3% active. Potency, µM (doses to about 96.7 µM), inactives show at the highest dose activity change, negative = cytotoxicity, usual class: inhibitors. NIH 3T3 viability, CellTiter-Glo ATP luminescence, 48-72 h. AID 1345082; further: potency means the concentration at half of the fitted maximal effect; nearly all actives have a fitted effect of over 55% in size
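Viability of NIH 3T3 cells after 48 or 72 hr compound treatment at 37 °C was assessed by CellTiter-Glo, with luminescence imaged following a 10 min room-temperature step.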
SNCA viab count = cell viability loss counter-screen; HEK-293-SNCA-luc viability, GF-AFC fluorescence, 24 h; Potency, µM (doses to about 57.1 µM), for inactives: at the highest dose activity change, negative = cytotoxicity, actives largely listed as cytotoxic; 150,000 tested, 0.12% active;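 further: potency means the concentration at half of the fitted maximal effect; 0% = DMSO-treated cells and -100% = medium-only wells without cells; nearly all actives have a fitted effect of over 30% in size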
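HEK-293-SNCA-luc cells (1500/well) plated 24 h, then exposed 24 h to a dilution series; GF-AFC added 30 min at 37C, fluorescence 405/540 nm; normalised to medium-only and DMSO wells, Hill fit.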
FLuc inh = Photinus pyralis luciferase inhibition. Potency, µM (series often up to 115 µM), inactives show top-dose activity change, negative = inhibition, most hits filed as inhibitors. purified P. pyralis luciferase, luminescence, biochemical. AID 1347043. 76,000 tested, 2.5% active. P08659; further: potency means the concentration at half of the fitted maximal effect; nearly all actives have a fitted effect of over 65% in size
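Cell-free enzyme assay, 10nM P. pyralis luciferase, luciferin and ATP each at 10uM. Inhibition profiled over a 6-point titration, read as luminescence.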
GPT2 inhibitor = GPT2 alanine aminotransferase inhibition; Q8TD30; 100,000 tested, 0.25% active; Potency, µM (titrated, usually from 57.7 µM), inactives show top-dose activity change, negative = inhibition, actives largely listed as inhibitors; Recombinant GPT2, coupled pyruvate oxidase/HRP Amplex Red fluorescence; further: potency means the concentration at half of the fitted maximal effect; nearly all actives have a fitted effect of over 60% in size; many of its hits are not listed in these tables
Target sequence (Q8TD30 whole entry, looked up): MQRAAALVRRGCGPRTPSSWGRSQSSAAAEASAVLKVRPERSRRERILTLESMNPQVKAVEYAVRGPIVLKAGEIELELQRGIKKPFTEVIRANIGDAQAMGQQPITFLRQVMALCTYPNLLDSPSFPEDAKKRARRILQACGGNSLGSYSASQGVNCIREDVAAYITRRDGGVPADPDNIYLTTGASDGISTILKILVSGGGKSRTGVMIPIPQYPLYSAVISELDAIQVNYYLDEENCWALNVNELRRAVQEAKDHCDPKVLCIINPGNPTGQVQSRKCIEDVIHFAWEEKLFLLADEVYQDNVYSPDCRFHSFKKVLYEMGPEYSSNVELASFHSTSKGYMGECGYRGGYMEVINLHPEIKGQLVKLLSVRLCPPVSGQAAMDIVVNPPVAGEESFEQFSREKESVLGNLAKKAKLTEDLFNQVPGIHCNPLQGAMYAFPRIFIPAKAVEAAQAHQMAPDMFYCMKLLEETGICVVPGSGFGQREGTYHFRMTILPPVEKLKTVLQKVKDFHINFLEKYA
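GPT2 10ng/uL, a-KG 250uM, L-Ala 2mM, HEPES pH7.5 + 0.0001% Tween; 30 min RT. Then Amplex mix (PO/HRP/ThPP), 30 min RT dark, fluorescence. AOA 50uM used as positive control.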
IP6K1 inhibitor = blocks human inositol hexakisphosphate kinase 1. Q92551. IP6K1 kinase, ADP-Glo luminescence, 2 h; active compounds read low. activity change, % (series mostly up to about 58 µM). 140,000 tested, 0.81% active; in the data active means activity change below about -25%
Target sequence (Q92551 whole entry, looked up): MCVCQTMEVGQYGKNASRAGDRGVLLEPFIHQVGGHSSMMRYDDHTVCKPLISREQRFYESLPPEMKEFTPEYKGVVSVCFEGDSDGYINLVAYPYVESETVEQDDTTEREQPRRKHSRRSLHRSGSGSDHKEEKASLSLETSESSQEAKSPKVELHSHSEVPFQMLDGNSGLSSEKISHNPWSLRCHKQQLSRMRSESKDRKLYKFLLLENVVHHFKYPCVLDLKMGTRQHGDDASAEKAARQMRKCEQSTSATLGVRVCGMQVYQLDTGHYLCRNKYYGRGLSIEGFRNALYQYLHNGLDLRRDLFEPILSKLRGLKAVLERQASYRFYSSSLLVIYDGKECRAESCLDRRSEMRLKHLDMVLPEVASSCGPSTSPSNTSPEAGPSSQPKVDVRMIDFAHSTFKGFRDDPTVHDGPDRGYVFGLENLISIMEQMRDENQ
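ADP-Glo luminescence measures ADP made by human IP6K1 during a 2 h RT reaction with ATP/IP6 (mix at 1.3 mM/130 uM); top library doses 57.5 and 19.1 uM final.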
SNCA expr inh = reduces expression of the alpha-synuclein gene; HEK-293 SNCA-luciferase knock-in, luminescence, 24 h; Potency, µM (doses to about 57.2 µM), for inactives: top-dose activity change, negative = inhibition, actives largely listed as inhibitors; 140,000 tested, 0.17% active; AID 1671194;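 further: potency means the concentration at half of the fitted maximal effect; plate controls were DMSO cells for no effect and cell-free wells for full effect; nearly all actives have a fitted effect of over 45% in size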
* = called active by the depositor; i = inactive; u = inconclusive; x = no result given; [ ] = remark or other dose. Unless noted, the call rests on the fitted dose curve; in most records, active means well fitted curve in the direction sought with a large enough effect; inconclusive means small, poorly fitted or top-dose-only effect, or another doubt; inactive means no such curve, though single readings can be large; an effect the other way counts as inactive or inconclusive. Unless noted, on the % scale 0 is the no-effect control and ±100 the full control effect.

SMILES | IP6K1 inhibitor | FLuc inh | GPT2 inhibitor | 3T3 cytotox | SNCA viab count | SNCA expr inh | HEK cytotox
CCN1c2cc(C(=O)Nc3ccccc3)ccc2C(=O)N2CCCCC21 (centres undefined) | 21 | u | 1% | u | 17%[12.5 µM] | 28% | u
CCn1cc(CN2C[C@@H](COC)[C@H](C(=O)N(C)C)C2)cn1 | 7 | -10% | u | -20% | 8% | 11% | -37%
COc1cccc(CC(=O)N2CCCN(C)c3ccccc32)c1 | -3 | 0% | i | -5% | 4% | -3% | u
CNC(=O)c1cc(C2CC2)nc2onc(C3CCCN(C(=O)OC)C3)c12 (centres undefined) | -3 | x | x | -20% | x | x | -13%
Cc1nn(-c2ccccn2)c(C)c1[C@@H]1C=C[C@@H](NC(=O)c2ccco2)C1 | 20 | 7%[172 µM] | -1%[88.5 µM] | u | -8%[87.6 µM] | -12%[87.6 µM] | u
CCOC(=O)c1ccccc1NC(=O)c1sc2nc3n(c(=O)c2c1C)CCCCC3 | -16 | x | x | x | -5% | 6% | x
CC(C)C[C@H](C(=O)O)c1cc(-c2ccc(C(F)(F)F)cc2)cc(-c2ccc(C(F)(F)F)cc2)c1 | -30* | x | 1% | x | -34% | x | x
COC(=O)c1sccc1S(=O)(=O)N(CC(=O)NCc1ccccc1)c1ccc(C)cc1 | -2 | x | x | x | -12% | -9% | x
COCCN1C(=O)CCc2cc(NC(=O)c3ccc(OC(F)(F)F)cc3)ccc21 | 13 | u | i | u | 10% | 52%[activator] | u
Cc1ccc(NC(=O)CCNS(=O)(=O)c2ccc(Br)s2)cc1 | 20 | x | x | x | -10% | -28% | x
CN1CC(=O)N(c2ccccc2F)Cc2c(NC3CCNCC3)ncnc21 | 3 | x | -7% | i | 0% | 17% | i
COc1cccc(-c2ccc(C(=O)N3CCC(NC(=O)N(C)C)CC3)cc2)c1 | 7 | x | -9% | u | -6%[12.5 µM] | 22% | u
CCOc1ccc(NC(=O)CC2C(=O)N(c3ccccc3)C(=O)N2C2CCCC2)cc1 (centres undefined) | 32 | x | x | x | -9% | -24% | x
COC[C@@H]1CN(Cc2cccc(C)c2)C[C@H]1C(=O)NC1CC1 | 4 | -10% | i | -8% | 9% | -11% | -17%
COc1cccc(CNCc2c(C(=O)O)c(C)n(Cc3ccc(F)cc3Cl)c2C)c1OC | 1 | x | x | x | 11% | 14% | x
Cc1ccc(CNC(=O)c2sc3nc4n(c(=O)c3c2C)CCCCC4)cc1 | -13 | x | x | x | 7% | 41%[activator] | x
O=C(CCc1ccccc1)N1CC(Oc2ccc(-c3nc(-c4ccccc4)no3)cc2)C1 | 15 | u | -3% | -18% | -5% | 12% | u
COC[C@@H]1[C@H](NC(=O)c2cc(-c3cccn3C)n[nH]2)[C@@H]2CCO[C@H]12 | 13 | 5% | 5% | -24% | -2% | 2% | i
O=C(NC1CCCCC1)c1ccc2oc(-c3ccncc3)nc2c1 | -6 | x | 0%[88.5 µM] | -10%[138 µM] | 1%[87.6 µM] | 5%[87.6 µM] | u
CC(C)CN1CCN(c2ncncc2-c2nc(-c3ccccc3)no2)CC1 | 3 | -2% | i | u | -2% | -9% | u
O=C1N(Cc2ccc(F)cc2)C[C@H]2CN(Cc3cnc4ccccc4c3)CCN12 | -4 | 13%[172 µM] | 1%[88.5 µM] | 71µM* | -7%[87.6 µM] | -26%[87.6 µM] | u
COc1ccc(-c2noc([C@@H]3C[C@@H](O)CN3C3CCN(C)CC3)n2)cc1 | 13 | 71µM* | 3%[88.5 µM] | -10%[174 µM] | -10%[87.6 µM] | 128%[activator][87.6 µM] | -23%[172 µM]
O=C([C@@H]1C[C@H](F)CN1S(=O)(=O)c1ccc(F)c(Cl)c1)N1CCCCC1 | -9 | 5% | i | -13% | -13% | 12% | -20%
O=C(Nc1nc(-c2ccccc2)ns1)c1ccc(Cl)cc1 | -9 | x | x | x | 2% | 65%[activator] | x
COC(=O)c1ccc(NC(=O)CSc2nc3c(c(=O)n(C)c(=O)n3C)n2Cc2ccccc2)cc1 | 3 | x | x | x | 3% | -2% | x
COc1ccccc1-c1cc(N2CCN(c3ccccn3)CC2)c2onc(C)c2n1 | 23 | 3%[172 µM] | -9%[88.5 µM] | u | u | u | u
COc1ccc(CN2C[C@@H](F)[C@@H](OCc3nc4ccccc4o3)C2)cc1 | -8 | -6%[172 µM] | i | u | 7%[87.6 µM] | 8%[87.6 µM] | u
CN(C)CCN(C)CC[C@H]1CN(C(=O)Cc2ccccc2)CC[C@H]1CC(=O)O | -13 | 7%[172 µM] | -9%[88.5 µM] | -1%[138 µM] | 3%[87.6 µM] | 3%[87.6 µM] | -2%[172 µM]
OC[C@@H]1CN(Cc2ccccc2OC(F)(F)F)C[C@H]1c1ccncc1 | -11 | -4% | i | u | u | u | u
O=C(CSc1nncn2c1cc1occc12)Nc1ccc(F)c(Cl)c1 | 15 | x | x | x | -3% | -14% | x
O=c1n(-c2ccc(F)cc2F)nc2n1CCN([S+](=O)([O-])c1cccc(C(F)(F)F)c1)C2 | -3 | 3% | 2% | -25% | -2% | 1% | -13%
O=C(N[C@H]1C[C@H]2C(=O)NC[C@@H](CCC(=O)N3CCN(c4ccccc4)CC3)N2C1)c1cccs1 | -9 | -8% | -4% | -30% | 0% | 20% | -5%
Nc1c(C(=O)Nc2ccc(F)c(F)c2)sc2nc(-c3ccncc3)ccc12 | 36 | x | x | x | 9% | 69%[activator] | x
COCCN1CC(CO)C2(CCN(C(=O)Cc3ccccc3OC)CC2)C1 (centres undefined) | 23 | 5% | 1% | -4% | 6%[12.5 µM] | -19% | u
COc1ccc(-c2ccc3c(c2)C(=O)N2CC[C@H](NS(=O)(=O)c4cccs4)[C@H]2C(=O)N3)cc1 | -7 | u | 1% | u | -16% | -13% | 22µM*
CCn1c2c(c(=O)n1Cc1ccccc1)CCN(C(=O)c1cn[nH]c1)C2 | 1 | 2%[172 µM] | -9%[88.5 µM] | u | -6%[87.6 µM] | u | i
O=C(Nc1ccc2nc(SCC(=O)N3CCc4ccccc43)sc2c1)c1ccccc1 | 12 | x | x | x | 4% | 34%[activator] | x
CC(C)(C)C(=O)OC1=CN(Cc2ccccc2)S(=O)(=O)c2ccccc21 | -8 | x | x | x | 3% | -3% | x
O=C(Nc1ccccc1Cl)c1cc(S(=O)(=O)N2CCC3(CC2)OCCO3)ccc1F | -35* | x | x | x | 5% | -3% | x
COc1ccc(N2CCN(C(=O)c3oc4ccccc4c3NC(=O)c3ccccc3OC)CC2)cc1 | 38 | x | x | x | -5% | u | x
Cn1cc(-c2cnc(Nc3ccncc3)c3c2CCO3)cn1 | -7 | 5%[172 µM] | 1%[88.5 µM] | 89µM* | 2%[87.6 µM] | 8%[87.6 µM] | u
Cc1cc(C[C@@H]2COC[C@@H]2NC(=O)c2ccc(-c3ccccc3Cl)o2)on1 | 7 | -7% | -24% | -28% | 4% | 20% | u
COCCNC(=O)c1nc(-c2ccccc2OC)c2ccccn12 | 10 | -10%[172 µM] | i | u | 6%[87.6 µM] | 2%[87.6 µM] | u
COc1ccc(-c2cn(C)c(=O)n3cc(CN4CCNC(=O)C4)nc23)cn1 | -2 | 2%[172 µM] | 2%[88.5 µM] | u | 4%[87.6 µM] | -1%[87.6 µM] | 4%[172 µM]
Cc1ccc(CN2CCC(CNC(=O)c3cnn(-c4ccc(C)cc4)c3C3CCN(C(=O)OC(C)(C)C)CC3)CC2)cc1 | -23 | x | x | x | 6% | 17% | x
COCCCNC(=O)CCCn1c(SCC(=O)c2ccc(F)cc2)nc2c(sc3ccccc32)c1=O | -14 | x | x | x | 3% | 1% | x
CCOCCc1nnc(NC(=O)C(=O)c2cc(C)n(-c3ccc(C)cc3C)c2C)s1 | 1 | x | x | x | -9% | -14% | x
O=C(C[C@@H]1O[C@H](CNS(=O)(=O)c2ccccc2)[C@@H](O)[C@H]1O)N1CCN(c2ccc(F)cc2)CC1 | -5 | -5% | 3% | -21% | 2% | -2% | -20%
COc1ccc(N2Cc3c(NCCOc4ccccc4)ncnc3N(C)CC2=O)cc1 | -14 | -4% | i | u | 8% | 16% | u
Cc1ccc(CSc2ncccc2C(=O)O)cc1 | -7 | x | x | x | 4% | 52%[activator] | x
Cn1ccnc1C(=O)N1CCC(Oc2cccc(F)c2)C1 (centres undefined) | 21 | -8% | 1% | -7% | 7% | 5% | -21%
CCOc1ccccc1CN1CCC(Cc2nc(-c3cccnc3)n[nH]2)C1 (centres undefined) | 0 | 3% | -6% | -29% | 0% | 11% | -3%
CC(C)c1ccc(NC2=N[C@H]3[C@@H](O)[C@H](O)C[C@H](C(=O)NC4CCCC4)[C@H]3S2)cc1 | -6 | -8%[172 µM] | i | u | -3%[87.6 µM] | 35%[activator][87.6 µM] | u
OC1(c2csc(CN3CCc4ccccc4C3)n2)CCN(Cc2ccccc2F)CC1 | -6 | -6% | i | u | -5% | -6% | u
O=C(Nc1cccc(-c2nnc3n2CCCC3)c1)C1CCCCC1 | 32 | -7% | -17% | -21% | 12% | 52%[activator] | -2%
COc1cc2c(cc1O)CC[C@H]1[C@@H]2CC[C@]2(C)[C@H](O)CC[C@@H]12 | 4 | x | u | x | -1% | x | x
COc1cccc(-c2noc(CC3CCN(C(=O)c4ccc(C(C)C)cc4)CC3)n2)c1 | 5 | -6% | 0% | u | -14% | -18% | 35µM*
CCCCC(=O)Nc1ccccc1C(=O)OCc1cc(=O)n2nc(C3CCCCC3)sc2n1 | -28* | x | x | x | -20% | -1% | x
CNC(=O)[C@H]1C[C@]2(CCCCN(CCO)C2=O)N(C(=O)CC(C)(C)C)[C@H]1c1ccccc1 | 1 | x | x | u | x | x | -8%
CC(C)c1ccc(N2C(=O)N[C@@H]3CCN(S(=O)(=O)c4cccs4)[C@@H]3C2=O)cc1 | 11 | -8%[172 µM] | -7%[88.5 µM] | -1%[174 µM] | 5%[87.6 µM] | -4%[87.6 µM] | i

(listing goes on)
SMILES | IP6K1 inhibitor | FLuc inh | GPT2 inhibitor | 3T3 cytotox | SNCA viab count | SNCA expr inh | HEK cytotox
CC(=O)c1cc(-c2ccc(F)cc2)n(CCC(=O)NC2CCCCC2)c1C | 13 | x | x | x | 0% | 26% | x
Cc1ccc2c(n1)N(C)[C@H](CO)CCN(Cc1cnc3ccccc3c1)C2 | 2 | -21%[172 µM] | 4%[88.5 µM] | -17%[174 µM] | -5%[87.6 µM] | -21%[87.6 µM] | i
COc1ccc(C2(C(=O)N3CCCC(c4nc(-c5cccnc5)no4)CCNC(=O)CC3)CC2)cc1 (centres undefined) | 6 | -4% | i | 0% | 0% | 12% | -23%
COc1ccc(OC)c(-c2nnc3ccc(-c4ccc(OC)c(O[C@@H]5CCOC5)c4)nn23)c1 | -25 | x | -6% | x | -23% | -3% | x
O=C(c1ccc2nnc(-c3ccc(Cl)cc3Cl)n2c1)N1CCOCC1 | 4 | x | i | -7% | 3% | 22% | i
CCOc1ccccc1CN1CCC2(CCN(C(=O)Nc3ccc(Cl)cc3)CC2)Oc2ccccc21 | -7 | u | i | u | -21% | 25% | u
